Assay outcomes as filed in PubChem BioAssay.
NPY Y2 blocker – NPY-Y2 receptor antagonists, primary screen, cell-based; Neuropeptide Y receptor type 2 (Homo sapiens), P49146; NPY-Y2 expressing cells, antagonist mode; inhibition, % at 2.7 µM; hit rate 0.99% among 140,000; AID 793, 2007; in the data active means inhibition above about 17%;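 further: 0% = vehicle with agonist challenge and 100% = reference antagonist with challenge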
Target sequence (P49146 whole entry, looked up): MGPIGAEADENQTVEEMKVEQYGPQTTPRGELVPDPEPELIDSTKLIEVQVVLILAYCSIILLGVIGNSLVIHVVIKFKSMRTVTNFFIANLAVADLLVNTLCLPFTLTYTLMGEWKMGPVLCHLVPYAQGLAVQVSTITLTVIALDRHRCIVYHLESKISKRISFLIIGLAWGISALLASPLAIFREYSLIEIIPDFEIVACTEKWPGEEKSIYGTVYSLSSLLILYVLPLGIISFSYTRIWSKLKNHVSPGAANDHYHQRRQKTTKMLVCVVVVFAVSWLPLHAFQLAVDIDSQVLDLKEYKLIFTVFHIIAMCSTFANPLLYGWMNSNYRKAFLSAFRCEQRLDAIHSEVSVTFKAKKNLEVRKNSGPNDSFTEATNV
HCT116 bCat-KO – primary screen for growth suppressors in beta-catenin knockout HCT116 cells (colon tumor, human) | HCT116 beta-catenin knockout viability, CellTiter-Glo, 60 h; hits give low values | viability, % at 10 µM | hit rate 1.5% among 140,000 | AID 818, 2007;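 active means viability at or under a set limit, the compound median less 4 SD, cut at about 6% in these data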;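 further: 0% = Hyamine 1622 control at 20 µM and 100% = untreated cell control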
BB579 growth dn – growth inhibitors of yeast BB579 in restrictive medium, primary screen, yeast lifespan-shortening project, S. cerevisiae. OD615, 48 h. inhibition, % at 10 µM. hit rate 0.51% among 140,000. AID 804, 2007;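 active means inhibition above a set limit, 3 SD over the mean compound inhibition, cut at about 44% in these data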; further: inactives centre near -24
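Test system: DeaD yeast strain BB579 / Buffer or medium: restrictive glucose-based CSMM-D medium / Doses: single 10 µM dose / Schedule: 4 h cell preincubation, 48 h compound exposure, 30 °C humidified / Technique: culture absorbance at 615 nm / Controls: amphotericin B positive control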
MRP1 act – H69AR viability gain despite doxorubicin, primary screen, MRP-1 activator project, H69AR cells, CellTiter-Glo. viability rescue. viability increase, % at 10 µM. hit rate 0.61% among 140,000;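 active means viability gain under doxorubicin at or above a set limit, the compound median plus 3 SD, cut at about 4.7% in these data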;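 further: MRP-1 overexpressing cells given doxorubicin 25 µM after compound pretreatment; 18-22 h compound pretreatment then 72 h with doxorubicin before readout; 0% = doxorubicin-only wells and 100% = vehicle-treated cells without doxorubicin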
GALR2 antag – GALR2 antagonists in receptor-expressing cells, primary screen; antagonist mode; Galanin receptor type 2 (Homo sapiens), O43603; inhibition, % at 4 µM; hit rate 0.39% among 140,000; in the data active means inhibition above about 27%;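 further: cells stimulated with galanin 1-16 at roughly its EC80; 0% = agonist challenge control and 100% = basal control without agonist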
Target sequence (O43603 whole entry, looked up): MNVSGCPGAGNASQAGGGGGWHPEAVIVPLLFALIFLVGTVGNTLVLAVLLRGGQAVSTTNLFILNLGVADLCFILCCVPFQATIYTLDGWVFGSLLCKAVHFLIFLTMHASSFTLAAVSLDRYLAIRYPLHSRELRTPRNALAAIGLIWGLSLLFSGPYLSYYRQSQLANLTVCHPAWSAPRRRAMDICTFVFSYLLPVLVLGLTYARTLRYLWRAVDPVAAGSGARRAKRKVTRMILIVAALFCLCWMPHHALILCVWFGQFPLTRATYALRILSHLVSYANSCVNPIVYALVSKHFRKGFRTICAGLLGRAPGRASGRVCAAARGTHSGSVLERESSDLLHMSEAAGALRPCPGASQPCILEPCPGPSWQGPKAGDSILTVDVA
Yeast life ext – compounds extending yeast replicative lifespan, primary screen, S. cerevisiae, OD615; hit rate 0.68% among 130,000; inhibition of the nicotinamide effect, % at 10 µM; S. cerevisiae growth with nicotinamide; deaD strain in restrictive glucose medium;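 active means inhibition above a set limit, placed 3 SD over the median of all compounds, cut at about 26% in these data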;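 further: 0% = nicotinamide-treated wells and 100% = cells grown without nicotinamide; some compounds called inactive have numbers as strong as hits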
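Test system – modified budding yeast, DeaD strain · Compound – single dose 10 µM compound, 0.25% DMSO · Times – culture preincubation 4 h, compound exposure 48 h, both 30 °C · Detection – optical density (absorbance) at 615 nm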
Phagocytosis inh – inhibitors of macrophage phagocytosis, primary screen, imaging, J774A.1 cells, IgG beads | hit rate 0.07% among 110,000 | J774A.1 macrophage IgG-bead phagocytosis | inhibition, % at 5 µM | AID 1029, 2008;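 active means inhibition above the mean of the plate negative controls plus 5 SD, cut at about 13% in these data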;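 further: phagocytic index as fraction of beads internalized from green versus red external bead signal; plate controls were DMSO negative control for no effect and cytochalasin-D positive control for full effect; some results beyond the cut were filed as inactive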
Measles CPE – compounds protecting cells from measles virus cytopathic effect, primary screen, measles RdRp inhibitor project, single point, MLSMR library, absorbance; AID 841, 2007; Measles virus-infected cells, CPE protection; protection (pct of control), % at 4 µM; hit rate 1.5% among 140,000; in the data active means protection mostly above about 24%, no sharp cut-off; inactive means mostly below about 26%; further: some compounds called inactive have numbers as strong as hits
HCT116 PTEN-null – growth suppression of PTEN-null HCT116, primary screen, cell-based, CellTiter-Glo. viability, % at 10 µM. hit rate 1.2% among 140,000. HCT116 PTEN-null viability, 60 h; hits give low values. AID 827, 2007;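 active means viability at or below a set limit, 4 SD under the median of all tested compounds, cut at about 3.7% in these data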;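 further: PTEN knockout HCT116 line with beta catenin targeted HCT116 as companion control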
E-sel TNF inh – E-selectin induction blockers in HUVEC – imaging, immunofluorescence, high content, primary screen; HUVEC TNFa-induced E-selectin immunofluorescence; hit rate 0.71% among 120,000; inhibition, % at 2 µM;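 active means inhibition above the batch mean plus 3 SD, and confirmed as a hit on visual image review, cut at about 43% in these data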;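 further: 0% = TNF-stimulated DMSO wells and 100% = unstimulated control wells; not every result past the cut was called active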
* = called active by the depositor; x = not tested or not shown.

SMILES	NPY Y2 blocker	HCT116 bCat-KO	BB579 growth dn	MRP1 act	GALR2 antag	Yeast life ext	Phagocytosis inh	Measles CPE	HCT116 PTEN-null	E-sel TNF inh
Cn1c(SCC(=O)O)nc2ccccc2c1=O	2	86	-38	0.3	-4	-6	4	5	102	x
CCCCC1(C)NC(=O)c2c(C)sc(C(=O)OCC)c2N1 (stereo unspecified)	3	63	15	-1.8	8	-4	x	15	72	16
CC(CCc1ccccc1)NC(=O)CN1CCN(Cc2ccccc2)C1=O (stereo unspecified)	-2	91	-28	-1.7	0	4	1	22	98	43
CC(C)(C)c1ccc(N2C(=O)Cc3c2nc(N)c(C#N)c3N)cc1	2	86	-59	-4.7	-1	-3	2	18	92	10
CCOC(=O)c1sc2nc(N3CCOCC3)c3c(c2c1N)CCN(Cc1ccccc1)C3	0	59	-17	-1.4	-10	-22	5	5	56	8
CCN(CC)S(=O)(=O)c1cccc(-c2nnc(SCc3nnc(-c4ccccc4)o3)n2C)c1	1	76	-1	-2.5	-15	-8	0	5	77	2
Cc1cc(Cl)c(OCCCN2CCCCC2)c(Br)c1	11	62	-32	-3.3	0	11	-1	4	66	12
CC(=O)Oc1cc2c(C(C)=O)coc2c2ccccc12	0	88	-52	-0.4	8	-4	1	3	90	-4
CC(C)(O)C(=O)NN(C(=O)c1ccccc1)c1cccc(Br)c1	4	82	-4	-3.1	5	-4	1	11	89	15
CC(C)NC(=O)c1cccc(Cn2cc(Cl)cn2)c1	0	92	-34	-2.1	18	-8	-3	14	92	-10
CCN(CC)CCN1C(=O)C(O)=C(C(=O)c2sc(C)nc2C)C1c1cccnc1 (stereo unspecified)	1	107	-10	0.0	-6	-2	0	26	99	16
CN(NC(=O)COc1ccccc1)c1ccccc1	6	100	-2	0.1	7	-2	-12	17	94	-17
CCN(C(=O)COC(=O)c1cc(-c2ccccc2)nc2c1c(C)nn2-c1ccccc1)C1CCS(=O)(=O)C1 (stereo unspecified)	1	86	-15	-3.7	-1	3	x	9	72	-7
COc1ccc(C(=O)Nc2ccc(N3CCN(c4ccc(OC)cc4)CC3)c(C#N)c2)cc1	-1	103	-13	-2.9	8	1	-2	7	99	7
Cc1ccc(O)c(-c2cc(C(=O)NCc3ccc4c(c3)OCO4)[nH]n2)c1	10	98	-14	-1.1	-1	3	-3	29*	97	9
Cc1cccc2cc(/C=N/NC(=O)c3ccccc3O)c(Cl)nc12	11	91	-12	2.8	3	-3	-8	30	91	x
O=C(NCc1ccccn1)c1cccs1	3	99	19	-1.0	5	-10	0	10	102	-19
Cc1cc(C)n(/N=C/c2cccc([N+](=O)[O-])c2)c(=O)c1	1	101	-1	0.8	-5	1	-4	5	102	x
CCN(Cc1ccccc1)c1ccc(/C=N/N2CCOCC2)cc1	2	81	-31	-1.4	-3	-2	0	4	88	x
Cn1nccc1CNC(=O)c1c(Cl)cnn1C	-2	94	-8	-0.3	-6	2	-13	3	93	x
CCn1nc(NC(=O)c2ccncc2)c2cc3ccc(C)cc3nc21	-1	93	12	-1.0	1	-10	-1	2	83	x
COc1cc(NC(=O)C2CCCC2)c(OC)cc1Cl	2	91	-17	-0.8	-2	0	1	10	107	12
Cc1cc(NC(=O)CSc2nc3ccccc3c(=O)n2CCCC(=O)NCc2ccco2)n[nH]1	1	90	-53	-2.9	-3	-7	x	26	79	x
O=C(O)c1cccc(-c2ccc(/C=N/NC(=O)c3cccnc3)o2)c1	0	83	-6	-1.3	-5	-5	0	6	86	x
Oc1ccc(-c2cn3cc(C(F)(F)F)ccc3n2)cc1	5	84	-40	-2.1	9	-9	3	10	88	-5
Clc1nc(-c2n[nH]nc2Cl)n[nH]1	8	94	-17	-1.9	7	0	-1	14	92	-17
Cc1ccc(S(=O)(=O)N2C(=O)C(C)SC2=Nc2ccccc2)cc1 (stereo unspecified)	2	92	-48	-0.3	12	3	-2	4	102	x
Cc1ccc(S(=O)(=O)Nc2ccccc2CNc2ccc(Br)cn2)cc1	1	69	-29	-3.8	-1	-2	x	12	65	-11
Cc1ccc2nsnc2c1NC(=O)c1ccc(-c2cc(Cl)ccc2Cl)o1	10	76	-55	-2.6	38*	-5	-2	x	59	-23
COc1ccc(CN2CC(C(=O)NCc3cccc(OC)c3)CC2=O)cc1 (stereo unspecified)	3	87	24	-0.7	1	-11	-5	1	100	9
COc1ccc(CCNS(=O)(=O)c2cccc(C(=O)O)c2)cc1OC	0	86	-59	-0.2	14	3	-6	7	87	x
COc1ccccc1Nc1nc(=O)[nH]nc1C	1	86	-54	-1.2	-11	1	-1	6	95	20
COc1ccc(NC(=O)C2CCCN(C)C2)cc1OCC(C)C (stereo unspecified)	3	95	-13	-0.8	-3	x	x	8	98	10
Nc1ccc2c(c1)C(=O)N(CC1CCCO1)C2=O (stereo unspecified)	3	92	-8	-2.6	-1	-20	1	3	101	19
CC1CCCN(c2ccc(C(=O)NCc3ccco3)cc2[N+](=O)[O-])C1 (stereo unspecified)	2	91	1	2.7	11	1	2	3	101	4
CCOC(=O)c1c(NC(=O)CN2CCCCC2)sc2c1CCC(C=O)=C2Cl	-2	62	-20	-5.2	7	-5	0	4	33	x
CCCN=C(C)c1c(-c2ccccc2)[nH]n(-c2nc3ccccc3s2)c1=O	4	84	-35	0.5	-5	-6	-1	16	81	12
CNC(=O)/C(C#N)=C/c1ccc(-c2ccc(OC)cc2[N+](=O)[O-])o1	0	69	-62	-2.3	10	-21	0	13	77	2
CCOc1ccc2nc(NC(=O)CN3CCN(c4ccccn4)CC3)sc2c1	5	87	-27	-3.2	-16	-5	-1	31	78	7
COCCn1c(C)cc(C(=O)CSc2cc(C)c3ccc(OC)cc3n2)c1C	10	79	-45	-0.1	6	6	-12	8	76	x
CCOC(=O)N1CCC(NC(=O)c2sc3nc4n(c(=O)c3c2C)CCCC4)CC1	2	96	-27	-2.0	-11	12	-1	11	101	20
O=C1CC2CS(=O)(=O)CC2N1C1CCCCC1 (stereo unspecified)	1	102	3	-1.1	1	-9	-1	8	103	17
O=C(O)C1CC(=O)N(c2ccc(F)c(F)c2)C1 (stereo unspecified)	1	98	-42	0.6	-3	-2	-1	3	96	12
Cc1noc(C)c1CSc1nc2sc(C)c(C)c2c(=O)n1C1CCCC1	4	36	19	-1.9	-2	-31	-1	3	47	4
Cn1c(=O)oc2cc(S(=O)(=O)Nc3ccc4c(c3)OCO4)ccc21	-1	74	-21	-1.5	-5	-5	1	13	82	-16
CC(=O)NC1=NN(C(C)=O)C(C)(c2ccc3ccccc3c2)S1 (stereo unspecified)	1	93	-16	1.2	9	0	0	4	97	x
CN(C)S(=O)(=O)c1ccc(C(=O)Nc2ccccn2)cc1	0	96	-19	-0.1	12	-3	-1	24	95	x
O=C(NCC1CCCO1)C(=O)NCC(c1ccco1)N1CCN(c2ccccc2F)CC1 (stereo unspecified)	2	93	-19	-1.1	-1	2	-1	26	84	x
COc1ccc(CCN=C(N)NS(=O)(=O)c2ccc(OC)cc2)cc1	13	92	-17	-1.4	3	9	-6	11	99	x
CC(C)CNC(=S)NNC(=O)c1csc2c1CCCC2	5	78	-30	0.0	2	-9	x	13	71	-8

Other records
SMILES	NPY Y2 blocker	HCT116 bCat-KO	BB579 growth dn	MRP1 act	GALR2 antag	Yeast life ext	Phagocytosis inh	Measles CPE	HCT116 PTEN-null	E-sel TNF inh
O=C(NCc1cccnc1)NC1(C(F)(F)F)Oc2ccc(Cl)cc2O1 (stereo unspecified)	-4	23	-17	-3.6	9	-12	-1	0	21	x
CCOc1ccc(N/C=C/C(=O)c2ccc(C)cc2)c([N+](=O)[O-])c1	4	82	-10	0.5	-7	-9	5	24	85	-80
CCN(CC)S(=O)(=O)c1ccc(OC)c(NC(=O)c2cc3c(=O)n4ccccc4nc3s2)c1	0	80	-15	-2.0	-3	-1	-17	4	87	x
CCCCn1c(N)c(Sc2ccccc2)c(=O)[nH]c1=O	-1	103	-10	-0.6	-1	-4	-2	7	103	3
COCCCn1c(N)c(-c2nc3ccccc3n2C)c2nc3ccccc3nc21	1	76	-34	-1.1	23	-9	0	6	82	7
CC(C)CC(=O)Nc1cc(C(F)(F)F)ccc1N1CCOCC1	1	93	-26	-3.0	-9	-8	x	13	100	-1

Structural class: those above with a furan ring, fused or not
SMILES	NPY Y2 blocker	HCT116 bCat-KO	BB579 growth dn	MRP1 act	GALR2 antag	Yeast life ext	Phagocytosis inh	Measles CPE	HCT116 PTEN-null	E-sel TNF inh
CC(=O)Oc1cc2c(C(C)=O)coc2c2ccccc12	0	88	-52	-0.4	8	-4	1	3	90	-4
Cc1cc(NC(=O)CSc2nc3ccccc3c(=O)n2CCCC(=O)NCc2ccco2)n[nH]1	1	90	-53	-2.9	-3	-7	x	26	79	x
O=C(O)c1cccc(-c2ccc(/C=N/NC(=O)c3cccnc3)o2)c1	0	83	-6	-1.3	-5	-5	0	6	86	x
Cc1ccc2nsnc2c1NC(=O)c1ccc(-c2cc(Cl)ccc2Cl)o1	10	76	-55	-2.6	38*	-5	-2	x	59	-23
CC1CCCN(c2ccc(C(=O)NCc3ccco3)cc2[N+](=O)[O-])C1 (stereo unspecified)	2	91	1	2.7	11	1	2	3	101	4
CNC(=O)/C(C#N)=C/c1ccc(-c2ccc(OC)cc2[N+](=O)[O-])o1	0	69	-62	-2.3	10	-21	0	13	77	2
O=C(NCC1CCCO1)C(=O)NCC(c1ccco1)N1CCN(c2ccccc2F)CC1 (stereo unspecified)	2	93	-19	-1.1	-1	2	-1	26	84	x
